Screening results deposited in PubChem by several laboratories.
AddAB inh = growth inhibition of E. coli expressing H. pylori AddAB, primary screen, AddAB inhibitor project, absorbance. inhibition, % at 11.9 µM. 0.29% of 330,000 active; in the data active = inhibition above about 12%;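 note: 0% = vehicle wells of infected cells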
phage Ecoli inh = growth loss of phage-infected E. coli, primary screen, RecBCD inhibitor project, absorbance, with phage, HTS; inhibition, % at 11.9 µM; 0.26% of 360,000 active; in the data active = inhibition above about 11%
Rtt109 HAT inh = inhibitors of C. albicans Rtt109/Vps75 HAT, primary screen, biochemical, ThioGlo CoA-SH fluorescence, plate reader | Histone acetyltransferase RTT109 (Candida albicans (strain SC5314 / ATCC MYA-2876)), … | purified Rtt109/Vps75, 4 h | inhibition, % at 34.9 µM | 0.16% of 330,000 active | AID 540336, 2011;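 active = inhibition of at least 50% in every replicate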
Target sequence (Q5AAJ8 whole entry, looked up): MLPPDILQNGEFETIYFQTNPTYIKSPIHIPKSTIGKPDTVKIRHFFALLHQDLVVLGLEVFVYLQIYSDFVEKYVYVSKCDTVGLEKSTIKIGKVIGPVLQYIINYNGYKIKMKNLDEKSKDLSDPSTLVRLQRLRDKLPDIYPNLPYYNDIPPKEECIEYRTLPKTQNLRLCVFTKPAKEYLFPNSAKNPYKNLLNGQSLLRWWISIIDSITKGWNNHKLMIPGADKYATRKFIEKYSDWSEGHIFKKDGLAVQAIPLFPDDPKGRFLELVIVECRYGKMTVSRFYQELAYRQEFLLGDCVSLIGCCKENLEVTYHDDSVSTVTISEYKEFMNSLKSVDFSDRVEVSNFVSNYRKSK
CAL PDZ inh = CAL PDZ peptide-binding inhibitors, primary screen, biochemical, fluorescence polarization, Cer-tagged CAL PDZ, HTS | Golgi-associated PDZ and coiled-coil motif-containing protein (Homo sapiens), Q9HD26 | purified CAL PDZ, TMR-peptide fluorescence polarization, 1 h | inhibition, % at 20 µM | 0.02% of 330,000 active;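 active = highest replicate inhibition of at least 40%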;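 note: plate controls were DMSO neutral control wells for no effect and unlabeled competitor peptide control wells for full effect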
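System: tagged CAL PDZ domain. Schedule: 1 h room-temperature incubation prior to read. Signal: fluorescence polarization (mP). Measure: percent inhibition from loss of millipolarization.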
PfHsp90 set2 = growth inhibition of PfHsp90-expressing yeast, primary screen, antimalarial PfHsp90 inhibitor project, S. cerevisiae, BacTiter-Glo luminescence, single point, set 2 | BacTiter-Glo ATP, 48 h; yeast lacking PDR1 and PDR3 efflux regulators | inhibition, % at 9.4 µM | 0.32% of 310,000 active | AID 504621, 2011;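 active = every replicate shows inhibition above about 80%, whatever the replicate mean, limit read from the data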;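 note: 0% = DMSO neutral controls and 100% = 20 µM radicicol positive controls; yeast relying on Plasmodium falciparum Hsp90 in place of its own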
DAGLB inh = DAGLB lipase inhibitors, primary screen, biochemical, fluorescence, HTS. Diacylglycerol lipase-beta (Homo sapiens), Q8NCG7. HEK293T DAGLB membrane lysate, EnzChek fluorogenic substrate. inhibition, % at 5.17 µM. 0.059% of 340,000 active; in the data active = inhibition above about 34%;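 note: 0% = enzyme with vehicle and 100% = wells lacking enzyme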
Target sequence (Q8NCG7 whole entry, looked up): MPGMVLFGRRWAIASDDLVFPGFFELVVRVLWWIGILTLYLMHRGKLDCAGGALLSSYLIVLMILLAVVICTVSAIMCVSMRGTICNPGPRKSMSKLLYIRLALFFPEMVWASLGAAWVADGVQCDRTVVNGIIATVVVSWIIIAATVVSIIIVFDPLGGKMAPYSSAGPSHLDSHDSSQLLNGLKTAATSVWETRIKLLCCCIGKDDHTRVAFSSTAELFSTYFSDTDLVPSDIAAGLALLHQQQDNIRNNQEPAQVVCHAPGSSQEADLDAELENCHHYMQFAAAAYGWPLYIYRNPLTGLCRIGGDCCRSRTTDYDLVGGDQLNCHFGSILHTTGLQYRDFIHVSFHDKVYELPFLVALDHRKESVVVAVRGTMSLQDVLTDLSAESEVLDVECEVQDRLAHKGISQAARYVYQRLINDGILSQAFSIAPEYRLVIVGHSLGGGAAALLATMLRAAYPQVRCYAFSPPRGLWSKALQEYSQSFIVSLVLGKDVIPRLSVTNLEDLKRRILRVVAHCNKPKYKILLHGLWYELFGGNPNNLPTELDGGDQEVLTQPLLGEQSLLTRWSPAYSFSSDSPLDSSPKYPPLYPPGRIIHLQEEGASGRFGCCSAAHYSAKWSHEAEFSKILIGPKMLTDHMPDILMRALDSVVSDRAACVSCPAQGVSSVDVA
Wnt bcat act = Wnt/beta-catenin pathway activators, primary screen, cell-based, plate reader, single point. Wnt/beta-catenin reporter cell assay, activator. activation, % at 9.35 µM. 1.2% of 300,000 active. AID 743398, 2014; in the data active = activation above about 30%, passing the limit was not always enough;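 note: 0% = neutral control wells and 100% = positive control wells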
Tat export inh = E. coli Tat export inhibitors, primary screen, MC4100, TorA-mCherry reporter, fluorescence, single point. inhibition, % at 10 µM. AID 488895, 2010. 0.036% of 340,000 active;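 active = mean replicate inhibition at least 50% and at least half of replicates individually reaching 50%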;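 note: exported cargo escapes ClpAP degradation while cytoplasmic cargo is degraded and loses fluorescence; 0% = median of neutral control wells and 100% = median of NaSCN control wells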
PvdQ acylase = P. aeruginosa PvdQ acylase inhibitors, primary screen, biochemical, fluorescence, plate reader and imaging, single point; PvdQ acylase [Pseudomonas aeruginosa LESB58]; purified PvdQ acylase; inhibition, % at 10 µM; 0.063% of 340,000 active; in the data active = inhibition above about 30%, passing the limit was not always enough;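 note: 0% = vehicle neutral wells and 100% = reference inhibitor wells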
Ecoli viability = E. coli V3065 growth inhibition, primary screen, counter-screen for AddAB inhibitor project, absorbance, OD600. AID 449728, 2010. inhibition, % at 11.9 µM. 18 h. 0.27% of 330,000 active;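 active = inhibition above the campaign's mean inhibition across all tested compounds plus 3 SD, cut at about 9.9% in these data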;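 note: uninfected addAB+ strain grown without phage in ampicillin broth; 0% = DMSO wells and 100% = ciprofloxacin 0.95 µg/ml wells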
* marks the source's active call; other numbers are inactive results; . = no result given. An unsorted share of the library, and some 1.9% of all compounds hit somewhere here.

SMILES	AddAB inh	phage Ecoli inh	Rtt109 HAT inh	CAL PDZ inh	PfHsp90 set2	DAGLB inh	Wnt bcat act	Tat export inh	PvdQ acylase	Ecoli viability
CCN(CC(=O)Nc1ccc(C(=O)OC)cc1)Cc1ccccc1	1.6	2.9	23	-1.6	-6	-5	.	-6	7	-2.9
CCCCOc1ccc(C(=O)NCC2(c3ccc(OC)cc3)CCOCC2)cc1	4.3	0.7	-2	-0.1	3	-4	.	9	3	0.2
Cc1ccc(C(=O)N/N=C\C=C\c2ccccc2[N+](=O)[O-])cn1	2.1	0.1	3	-2.3	10	-2	-4	-3	12	-0.8
O=C(O)CCCCCNc1nc(=S)[nH]c2ccccc12	-1.5	-0.9	-4	-0.5	-25	0	.	-6	-11	0.1
CC(C(=O)O)n1cc(Cl)cn1 (stereo unspecified)	1.8	2.2	20	-0.2	-7	.	0	-6	9	1.6
CCOc1ccccc1/C=C/C(=O)N1CCN(C(=O)c2ccco2)CC1	1.1	3.3	1	-1.0	-8	-2	1	-12	4	-1.0
COc1ccc(CCN2C(=O)C3C4C=CC(C3C2=O)C2C(=O)N(CCc3ccc(OC)c(OC)c3)C(=O)C42)cc1OC (stereo unspecified)	1.7	.	1	-2.3	.	2	-3	1	-3	0.7
CCn1c(SCc2ccc(Cl)cc2Cl)nc2nc3c(cc2c1=O)CCCC3	-0.9	-0.6	-2	.	-10	-5	.	8	-21	-1.2
O=C(CSc1nc2ccccc2[nH]1)NCc1ccc2c(c1)OCO2	0.3	0.9	5	-0.6	15	-2	.	11	-3	-0.2
CCn1c(SCC(=O)N(C)C2CCCCC2)nc2cc(S(N)(=O)=O)ccc21	1.4	-1.5	9	-0.7	12	0	-2	-3	-10	-0.1
COC(=O)Cc1c(C)nc2nc(-c3cccnc3)[nH]n2c1=O	-0.2	3.5	-6	-0.1	.	1	3	-3	-7	0.1
Cc1ccc(-c2cc(C(=O)NCCCN3CCOCC3)c3ccccc3n2)cc1	0.3	2.9	12	-2.8	20	-3	0	8	2	1.9
CC(=O)Cn1c(CN2CCN(C(=O)c3ccco3)CC2)nc2c1c(=O)n(C)c(=O)n2C	3.4	2.4	3	-1.6	-1	0	0	-5	5	1.4
COc1ccc(C(c2c(C)[nH]n(-c3ccccc3)c2=O)c2c(C)[nH]n(-c3ccccc3)c2=O)cc1OC	3.2	0.6	6	0.2	9	14	-4	-7	-5	-1.0
O=C(CCCCl)Nc1c2c(nn1-c1ccccc1)CSC2	-0.1	1.4	0	0.1	-8	1	0	-2	1	-1.8
CC(=O)N[C@H]1C[C@@H]1c1ccccc1	0.5	2.1	2	-0.4	14	-2	-1	-3	-6	-3.9
CNC(=S)Nc1cccc(C(=O)OC)c1	0.8	-2.7	-3	-0.8	5	.	1	-9	-16	1.9
COc1cccc(NC(=O)COC(=O)c2nc3nccc(C)n3n2)c1	-2.5	4.3	-10	-0.5	-68	0	.	4	-13	-2.1
Cc1ccc(S(=O)(=O)N2CCN(C(=O)c3cc(S(=O)(=O)N(C)C)ccc3N3CCCC3)CC2)cc1	1.5	0.7	-3	-0.1	-12	2	-2	1	-7	-0.1
CCCN1C(=O)/C(=C/c2ccc(OCc3ccc(C(=O)O)cc3)c(OC)c2)NC1=S	-1.2	0.1	.	.	.	.	2	.	.	-0.3
COc1ccc(F)c(CN2CCN(CCc3ccccc3)C(CCO)C2)c1 (stereo unspecified)	-0.1	1.5	3	-1.8	18	-4	0	8	7	-1.9
COc1ccc(C(=O)NN=C2CCCC2)cc1	2.5	0.4	4	-0.1	20	0	0	8	-15	1.1
CC(C)Oc1ccc(C(=O)N/N=C/c2ccc(-c3ccc(S(=O)(=O)Nc4ncccn4)cc3)o2)cc1	0.8	2.9	0	-4.2	13	6	.	-10	-3	-2.0
CCOC(=O)c1cc2occc2n1CC(=O)NC1CCC(C)CC1 (stereo unspecified)	1.7	0.3	-3	-0.5	5	0	.	-2	-13	-1.5
CCCc1nc2c(nnn2Cc2ccccc2Cl)c(=O)[nH]1	-0.1	0.8	14	-1.0	-13	-2	-1	-5	-12	-1.2

6 of the entries above in order of the Rtt109 HAT inh value, rising.
mol	Rtt109 HAT inh
COc1cccc(NC(=O)COC(=O)c2nc3nccc(C)n3n2)c1	-10
COC(=O)Cc1c(C)nc2nc(-c3cccnc3)[nH]n2c1=O	-6
CCn1c(SCc2ccc(Cl)cc2Cl)nc2nc3c(cc2c1=O)CCCC3	-2
COc1ccc(CCN2C(=O)C3C4C=CC(C3C2=O)C2C(=O)N(CCc3ccc(OC)c(OC)c3)C(=O)C42)cc1OC (stereo unspecified)	1
COc1ccc(C(c2c(C)[nH]n(-c3ccccc3)c2=O)c2c(C)[nH]n(-c3ccccc3)c2=O)cc1OC	6
CCCc1nc2c(nnn2Cc2ccccc2Cl)c(=O)[nH]1	14

Remaining list, next part.
SMILES	AddAB inh	phage Ecoli inh	Rtt109 HAT inh	CAL PDZ inh	PfHsp90 set2	DAGLB inh	Wnt bcat act	Tat export inh	PvdQ acylase	Ecoli viability
O=C(CC1SC(=Nc2ccccc2)N(CCCO)C1=O)Nc1ccc(Cl)cc1 (stereo unspecified)	1.4	.	-3	-1.4	-52	-3	.	5	2	-0.7
Cc1cc(C)nc(SCc2nnc(SCC(=O)O)n2-c2ccccc2)n1	2.6	3.6	3	-0.1	-13	0	.	-2	-13	-1.4
COc1ccc(C)cc1Nc1n[n+](C)c(-c2ccc(O)cc2O)s1	1.5	2.2	4	-1.3	-18	-2	4	-1	-9	2.6
CC(C)N(C(=O)C(F)(F)F)C(C(=O)NC1CCCCC1)c1ccncc1 (stereo unspecified)	-1.1	2.0	-6	-0.4	25	0	-4	-11	-11	0.8
CN(C)c1ccc(S(=O)(=O)N(C)C)cc1NC(=O)Cc1cccc2ccccc12	2.5	-0.6	16	-2.3	11	0	-3	9	5	-0.2
CC(=O)Nc1ccc(NC(=O)c2cccc(C(=O)OC(C)C)n2)cc1	3.8	2.9	-4	-1.5	32	-2	2	4	-2	1.6
Cc1ccc(S(=O)(=O)NCC(=O)OCCOc2ccc(Br)cc2)cc1	0.7	0.7	-4	-0.4	12	-1	-1	3	-10	2.6
Cc1ccnc(NC(=O)CCC(=O)N(CC(=O)NC(C)(C)C)Cc2ccc3c(c2)OCO3)c1	3.4	0.4	4	-1.5	-14	1	3	4	0	-2.1
CCc1cc2cccc(C)c2nc1SCC(=O)NC1CCCC1	5.3	3.4	-3	-3.7	-35	-2	-2	11	-12	1.8
CCOC(=O)C(=O)Nc1cc(Cl)ccc1C	0.4	3.9	-5	-1.2	-8	-3	-6	-1	7	0.9
CC(=C/c1ccccc1)/C=N/NC(=O)c1ccccn1	3.1	4.4	0	0.2	12	.	23	-2	-4	3.6
CC(C)CNC(=O)CC(=O)NN=C1CCCC1	2.8	4.5	2	-0.1	5	1	.	-16	16	-0.7
COc1ccc(S(=O)(=O)N(CCCN2CCCC2=O)Cc2cc3c(C)ccc(C)c3[nH]c2=O)cc1	3.2	-4.0	1	-1.8	-9	1	.	7	-6	-3.8
Cc1ccc(C(=O)ONC(=O)c2ccc(Cl)cc2)cc1[N+](=O)[O-]	1.8	2.1	2	1.1	108*	0	0	-5	-30	0.0
CCOC(=O)C1(CCOC)CCN(Cc2ccccc2-c2ccco2)CC1	0.8	0.2	2	-0.4	0	-3	-1	9	-4	-2.9
Cc1ccc(OCC(=O)N2CCCC(CCC(=O)N(C)CCc3ccccn3)C2)cc1 (stereo unspecified)	2.4	2.0	-7	-1.2	-8	1	-5	2	-17	-3.7
Cc1ccc(S(=O)(=O)NCCCC(=O)O)cc1	0.3	2.2	-22	-0.3	-23	-2	-1	-6	-9	-1.1
COC(=O)C1(CCSC)NC(c2ccco2)C2C(=O)N(C)C(=O)C21 (stereo unspecified)	-3.0	3.9	-21	-1.1	-6	0	1	10	7	0.2
O=C(O)CN1CCN(Cc2ccc(F)cc2Cl)C1=O	-2.2	1.8	-1	-1.4	29	-2	.	9	-15	-2.0
CCn1cnc2cc(NC(=O)COc3ccc(C)cc3)ccc21	.	3.1	-2	-1.0	-6	-1	1	-1	-18	.
CC(=O)Nc1c(NC(C)(C)C)c2ccccc2oc1=O	0.4	3.0	-4	0.7	15	-1	0	-9	1	2.4
CC1CCC(C(C)C)C(=O)/C1=C/c1ccc(N)cc1 (stereo unspecified)	2.6	2.8	10	-1.2	-16	3	53*	11	-3	-0.3
COc1ccc(Cc2nc3ccc(C(=O)N4CCC[C@H]4CO)cc3o2)cc1	3.5	0.7	3	1.0	20	1	2	-1	-5	-2.6
O=C(Cn1cnc2ccccc21)Nc1ccc(F)c(F)c1	5.9	5.5	19	-1.1	10	-1	-1	-9	8	2.8
Cc1cccc(N/C(N)=N/c2nc(C)cc(=O)[nH]2)c1	1.3	3.5	2	-0.5	1	0	-2	-9	-13	-0.8

Going on with the list:
SMILES	AddAB inh	phage Ecoli inh	Rtt109 HAT inh	CAL PDZ inh	PfHsp90 set2	DAGLB inh	Wnt bcat act	Tat export inh	PvdQ acylase	Ecoli viability
CSc1ccc(Cl)c(C(=O)N2CCN(c3ncccn3)CC2)c1	0.2	2.6	-8	0.6	1	-1	-2	5	11	0.7
COCCSc1ccccc1C(=O)Nc1nncs1	0.5	3.1	-9	-0.5	-41	0	1	-9	-14	0.2
O=C(O)CC1S/C(=N\N=C/c2ccccc2O)N(c2ccc(O)cc2)C1=O (stereo unspecified)	3.5	4.3	0	-1.6	-6	0	0	-2	4	1.9
CCOc1ccccc1NC(=S)N1CCCc2ccccc21	-3.0	1.2	3	-1.1	.	1	-1	3	-11	-3.5
Cc1cc(C)cc(OC(=O)CCN2C(=O)c3ccccc3C2=O)c1	-2.0	3.6	.	-1.9	-31	-8	.	6	-13	-1.2
Cc1ccc(/C=N/n2c(C)cc(C)c(C#N)c2=O)cc1	0.2	1.6	.	-1.5	.	2	-3	0	-10	0.3

An excerpt of these results, with bars between the fields:
molecule | AddAB inh | phage Ecoli inh | Rtt109 HAT inh | CAL PDZ inh | PfHsp90 set2 | DAGLB inh | Wnt bcat act | Tat export inh | PvdQ acylase | Ecoli viability
O=C(O)CC1S/C(=N\N=C/c2ccccc2O)N(c2ccc(O)cc2)C1=O (stereo unspecified) | 3.5 | 4.3 | 0 | -1.6 | -6 | 0 | 0 | -2 | 4 | 1.9
CCOc1ccccc1NC(=S)N1CCCc2ccccc21 | -3.0 | 1.2 | 3 | -1.1 | . | 1 | -1 | 3 | -11 | -3.5

Records above that bear a hit mark in Wnt bcat act:
compound	phage Ecoli inh	Rtt109 HAT inh	CAL PDZ inh	DAGLB inh	Wnt bcat act	Tat export inh	PvdQ acylase
CC1CCC(C(C)C)C(=O)/C1=C/c1ccc(N)cc1 (stereo unspecified)	2.8	10	-1.2	3	53*	11	-3
